LDHA inh: qHTS assay for inhibitors of human lactate dehydrogenase. L-lactate dehydrogenase A chain (Homo sapiens), P00338. purified LDHA, NADH/diaphorase-resazurin fluorescence; active compounds read low. activity change, % (values are at about 110 or 230 µM). 480,000 compounds, 0.15% hits; in the data active = activity change below about -30%; inconclusive = mostly about -25% to -30%;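 also: plate controls were DMSO wells for no effect and wells without enzyme for full effect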
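Remaining NADH was detected by diaphorase (0.133 mg/mL) converting 37 µM resazurin to fluorescent resorufin, read at 0 and 20 minutes. The preceding 5-minute room-temperature reaction used 2 nM LDHA, 0.2 mM sodium pyruvate and 0.06 mM NADH at pH 7.4.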
Pol kappa inh: qHTS for Inhibitors of Polymerase Kappa; DNA polymerase kappa (Homo sapiens), Q9UBT6; AID 588579, 2011; purified Pol kappa, fluorescent DNA synthesis assay, 10 min; 400,000 compounds, 0.53% hits; Potency, µM (titrated, usually from 107 µM), without a hit: at the highest dose activity, negative = inhibition, usual class: inhibitors; also: potency is read from the fitted curve at half-maximal effect; % is scaled to controls: 0 for no effect and ±100 for the full control effect
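Enzyme at 10 nM met test compounds for 15 min at room temperature. Substrate addition (50 nM final) began the reaction, which was monitored by fluorescence at 0 and 10 min.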
POLB inh: qHTS Assay for Inhibitors of DNA Polymerase Beta; Potency, µM (top dose mostly 114 µM), inactives show at the top dose activity change, negative = inhibition, usual class: inhibitors; P06746; Pol beta primer extension/strand displacement, fluorescence kinetic; 340,000 compounds, 1.3% hits; also: potency is read from the fitted curve at half-maximal effect; % is scaled to controls: 0 for no effect and ±100 for the full control effect
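Reaction started by 50 nM substrate onto compound-treated Pol beta (10 nM, 15 min preincubation, room temperature); plates read at 0 min and 10 min. Normalized concentration-effect data fitted by four-parameter Hill equation.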
POLH inh: qHTS for Inhibitors of Polymerase Eta; 390,000 compounds, 1.2% hits; recombinant Pol eta, fluorescent DNA replication assay; DNA polymerase eta (Homo sapiens), Q9Y253; Potency, µM (highest dose often 114 µM), without a hit: top-dose activity change, negative = inhibition, hits mostly inhibitors; also: potency is read from the fitted curve at half-maximal effect; % is scaled to controls: 0 for no effect and ±100 for the full control effect
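Pol eta (10 nM) was preincubated with compounds for 15 min at room temperature, after which fluorescent replication substrate (50 nM final) was added to start the reaction. Fluorescence was read kinetically at 0 and 10 min.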
APE1 inh: qHTS Assay for Inhibitors of the Human Apurinic/apyrimidinic Endonuclease 1 (APE1); DNA repair nuclease/redox regulator APEX1 (Homo sapiens), P27695; Potency, µM (titrated, usually from 65.8 µM), without a hit: at the top dose activity change, negative = inhibition, usual class: inhibitors; 350,000 compounds, 0.35% hits; recombinant APE1, TAMRA/BHQ-2 abasic DNA cleavage fluorescence;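 also: potency is read from the fitted curve at half-maximal effect; plate controls were vehicle for no effect and reference inhibitor for full effect; nearly all actives have a fitted effect of over 55% in size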
Target sequence (P27695 whole entry, looked up): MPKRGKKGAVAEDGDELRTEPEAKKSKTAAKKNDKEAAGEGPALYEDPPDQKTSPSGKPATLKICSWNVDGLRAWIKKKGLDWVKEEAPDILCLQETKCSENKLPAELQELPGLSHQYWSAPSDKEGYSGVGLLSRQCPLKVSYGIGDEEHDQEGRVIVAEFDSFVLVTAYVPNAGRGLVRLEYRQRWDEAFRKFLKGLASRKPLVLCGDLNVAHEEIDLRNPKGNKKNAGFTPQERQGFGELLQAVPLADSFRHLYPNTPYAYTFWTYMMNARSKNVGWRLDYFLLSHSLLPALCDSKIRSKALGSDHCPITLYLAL
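Endonuclease cleavage of a quenched abasic-site DNA duplex (50 nM) by APE1 (0.75 nM) was tracked by TAMRA dequenching. Compounds were preincubated with enzyme 15 min at room temperature; data normalized to buffer-only and DMSO wells plus NSC13755 control.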
GRP78 ERSR act: qHTS for Inducers of the Endoplasmic Reticulum Stress Response (ERSR) in Human Glioma: qHTS; U87-MG GRP78 promoter luciferase reporter, 16 h; Potency, µM, for the others: at the highest dose activation, most hits filed as activators; 420,000 compounds, 0.02% hits; AID 602332, 2012; also: potency is read from the fitted curve at half-maximal effect; series mostly up to about 76 µM; % of control where 0% means no effect; nearly all actives have a fitted effect of over 35% in size
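Stably transfected U87-MG glioma cells carrying a GRP78-based luciferase sensor; 16 h compound incubation. Luminescence end-point read 10 min after Bright-Glo addition at room temperature.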
POLI inh: qHTS for Inhibitors of Polymerase Iota | Potency, µM (titrated, usually from 115 µM), inactives show at the top dose activity, negative = inhibition, actives largely listed as inhibitors | AID 588590, 2011 | Pol iota fluorescent replication assay, 10 min | 390,000 compounds, 1% hits; also: potency is read from the fitted curve at half-maximal effect
Target sequence (Q9UNA4 whole entry, looked up): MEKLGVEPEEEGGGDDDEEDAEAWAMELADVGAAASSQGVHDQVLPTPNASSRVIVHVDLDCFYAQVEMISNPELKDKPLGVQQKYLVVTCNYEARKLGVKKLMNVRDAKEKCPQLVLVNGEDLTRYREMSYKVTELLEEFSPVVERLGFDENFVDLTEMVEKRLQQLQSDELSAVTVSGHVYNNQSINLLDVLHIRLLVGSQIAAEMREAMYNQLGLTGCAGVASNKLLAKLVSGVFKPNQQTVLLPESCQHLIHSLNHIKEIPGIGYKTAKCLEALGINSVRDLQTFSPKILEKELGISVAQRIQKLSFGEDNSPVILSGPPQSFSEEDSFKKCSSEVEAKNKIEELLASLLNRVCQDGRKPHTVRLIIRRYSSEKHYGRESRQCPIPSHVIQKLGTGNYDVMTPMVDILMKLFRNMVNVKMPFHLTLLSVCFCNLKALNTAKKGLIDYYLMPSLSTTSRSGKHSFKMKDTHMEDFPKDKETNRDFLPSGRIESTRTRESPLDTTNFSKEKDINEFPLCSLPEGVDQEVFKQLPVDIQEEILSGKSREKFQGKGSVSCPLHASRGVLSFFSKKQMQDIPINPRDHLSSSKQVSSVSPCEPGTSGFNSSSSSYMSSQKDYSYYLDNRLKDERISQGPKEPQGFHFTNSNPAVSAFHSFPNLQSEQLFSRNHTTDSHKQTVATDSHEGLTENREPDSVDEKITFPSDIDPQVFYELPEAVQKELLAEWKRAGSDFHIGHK
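Pol iota at 10 nM preincubated 15 min with compounds at room temperature; reaction started with fluorescent substrate, 50 nM final. Fluorescence read kinetically at 0 and 10 min; buffer-only wells as negative control.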
Anesthetic bind: qHTS Assay for Identification of Novel General Anesthetics | apoferritin/1-aminoanthracene competitive binding, fluorescence | Potency, µM (series often up to 77.5 µM), inactives show at the top dose activity change, negative = displacement, most hits filed as inhibitors | 350,000 compounds, 0.074% hits | AID 485281, 2010; also: potency is read from the fitted curve at half-maximal effect; % is scaled to controls: 0 for no effect and ±100 for the full control effect; nearly all actives have a fitted effect of over 20% in size
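Read-out: endpoint 1-AMA fluorescence, excitation 380 nm and emission 535 nm, after compounds sit 10 min at room temperature with 10 uM horse-spleen apoferritin in 50% saturated 1-AMA/PBS. Values come from four-parameter Hill fits.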
BLM helicase inh: qHTS Assay for Inhibitors of Bloom's syndrome helicase (BLM). recombinant BLM DNA unwinding, fluorescence dequenching. Potency, µM (doses to about 56.1 µM), inactives show top-dose activity change, negative = inhibition, actives largely listed as inhibitors. 350,000 compounds, 0.2% hits. AID 2528, 2010;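 also: potency is read from the fitted curve at half-maximal effect; plate controls were vehicle for no effect and no enzyme for full effect; nearly all actives have a fitted effect of over 35% in size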
Starred values were filed as active, the others as inactive; ? = inconclusive; · = no result given; & = joins results of further samples; [ ] = remark or other dose. Unless noted, calls follow the shape of the dose curve; as a rule, active = well fitted curve in the direction sought with a large enough effect; inconclusive = small, poorly fitted or top-dose-only effect, or another doubt; inactive = no such curve, though single readings can be large; an effect the other way counts as inactive or inconclusive. Not all compounds are listed, so the mix of outcomes need not match the whole.

structure,LDHA inh,Pol kappa inh,POLB inh,POLH inh,APE1 inh,GRP78 ERSR act,POLI inh,Anesthetic bind,BLM helicase inh
CCOC(=O)C1=C(c2ccccc2)NC(SCC(N)=O)=C(C#N)C1c1cccnc1 (stereo unspecified),-4,0%,23%,-20%,0%,-5%,18%,-13%,-1%
CC(OCC(O)CN(C)Cc1nc2ccccc2c(=O)[nH]1)c1ccc(Cl)cc1 (stereo unspecified),-1,-3%,9%,-7%,-1%,-4%,?,-15%,-2%
CCn1c(C(=O)N2CCCC(C(=O)NCCCOC)C2)cc2sccc21 (stereo unspecified),-5,2%,25%,-5%,·,-4%,10%,9%,1%
Cc1ccc(S(=O)(=O)N2CCCSCC2)cc1,-4,-23%,-3%,-17%,-6%,-3%,7%,?,-4%
Cc1ccc(Cn2c(-c3nonc3N)nc3ccccc32)cc1,-4,-7%,8%,-8%,-3%,-6%,4%,-22%,-3%
CCSC1=NCCN1S(=O)(=O)c1ccc(NC(C)=O)cc1,-14,-1%,33%[activator],-5%,16%,-1%,0%,-1%,-7%
COC(=O)CSc1nnc(-c2ccc(S(=O)(=O)NCc3cccs3)cc2)o1,2,-4%,2%,-6%,2%,?,-6%,-22%,-1%
Cc1cccn2c(=O)c(/C=C(\C#N)S(=O)(=O)c3ccccc3)c(N3CCN(C)CC3)nc12,0,-28%,8%,-12%,-1%,-7%,4%,-10%,1%
O=C1c2cccc3cccc(c23)C(=O)N1Cc1ccccc1,-3,1%,-3%,-16%,2%,-5%,8%,-11%,-6%
CCOc1ccc(C(=O)N2CCC(c3nc4ccccc4o3)CC2)cc1,6&-2,-26%,-27%,-19%,·,-1%,41%[activator],-8%,1%
C=CCc1cccc(CNc2nc3ccccc3n2C)c1O,-3,-20%,4%,-29%,2%,7%,25%,-16%,-10%
Cc1cccc(NC(=O)C(c2ccccc2Cl)N2CCOCC2)c1 (stereo unspecified),-2,1%,?,-16%,2%,-3%,5%,-13%,-3%
O=C1NC(=O)/C(=C\c2ccc(Cl)nc2)S1,-5,6%,-1%,-6%,-9%,11%,7%,0%,-5%
Cc1ccc(NC(=O)COC(=O)CCn2c(C)csc2=O)c([N+](=O)[O-])c1,-4,-2%,·,-8%,6%,-4%,34%[activator],·,·
Cn1c(=O)c2c(nc(Oc3ccccc3)n2Cc2c(Cl)cccc2Cl)n(C)c1=O,-4,-23%,-1%,-9%,·,4%,3%,-1%,0%
COc1cccc2sc3ccc(C#CC4(N)CCCCC4)cc3c(=O)c12,3,4%,-22%,-7%,-30%,-3%,22%,39%[activator],56%[activator]
N#Cc1c(-c2ccccc2)cc(-c2ccc(O)cc2)nc1N,-4,-4%,31%,?,-16%,2%,-13%,2%,-24%
COc1ccc(OCC(=O)Nc2ccccc2C(=O)NC(C)C)cc1,0,-3%,7%,-2%,1%,-2%,26%,-1%,-2%
NC(=O)CN1CCN(S(=O)(=O)c2ccc(Br)cc2)CC1,-4,0%,-17%,-7%,0%,-7%,74%[activator],-5%,-1%
Cc1cc(Nc2ccc(Br)cc2)nc2ccccc12,-1,4%,·,-15%,·,10%,5%,·,·
Cc1nc(C/C(=N\N)c2ccc(O)cc2O)cs1,8,1%,0%,-12%,-1%,2%,59%[activator],11%,-4%
Cc1nc2ccccc2nc(=O)c1NNc1ccc([N+](=O)[O-])cc1,-14,-3%,8%,11%,-2%,2%,?,?,-8%
CC(C)Oc1ccc(C2CC(=O)N(c3ccc(C(=O)O)cc3)C2=O)cc1 (stereo unspecified),-9,2%,8%,8%,21%,-8%,-3%,-7%,2%
CC1(c2ccc(OCC(N)=O)cc2)NC(=O)NC1=O (stereo unspecified),-10,-3%,15%,-9%,-7%,-1%,9%,-3%,0%
NC(C(=O)N[C@@H]1C(=O)N2C(C(=O)O)=C(Cl)CS[C@H]12)c1ccccc1 (stereo partly specified),·,-7%[60.1 µM],13%[57.1 µM],-1%[57.1 µM],19%,-3%,4%[58.9 µM],·,·
O=C(NCc1ccccc1)C1(c2ccccc2)CCN(S(=O)(=O)c2ccccc2)CC1,-1,-3%,16%,-14%,2%,-5%,0%[58.9 µM],-4%,-6%
CCOc1ccc(NC(=O)C2CCCN2C(=O)Oc2ccccc2)cc1 (stereo unspecified),-16,-8%,27%,8%,9%,-9%,12%,-3%,-3%
CN(CCO)c1cc(N2CCC3(CC2)OCCO3)c2nonc2c1[N+](=O)[O-],0,-4%,2%,0%,?,-3%,8%,-4%,-2%
CCC(Sc1nc(N)c(NC(=O)c2ccc(Br)o2)c(=O)[nH]1)C(=O)O (stereo unspecified),-4,1%,44%,-5%,45%[activator],-3%,-15%,-1%,0%
O=C(NCCN1CCOCC1)/C(=C/c1ccc(Cl)cc1)NC(=O)c1ccccc1,-2,-7%,33%,-9%,-6%,-5%,48%[activator],-11%,-3%

Overlap with the part before: 3 entries; new compounds follow.
structure,LDHA inh,Pol kappa inh,POLB inh,POLH inh,APE1 inh,GRP78 ERSR act,POLI inh,Anesthetic bind,BLM helicase inh
CN(CCO)c1cc(N2CCC3(CC2)OCCO3)c2nonc2c1[N+](=O)[O-],0,-4%,2%,0%,?,-3%,8%,-4%,-2%
CCC(Sc1nc(N)c(NC(=O)c2ccc(Br)o2)c(=O)[nH]1)C(=O)O (stereo unspecified),-4,1%,44%,-5%,45%[activator],-3%,-15%,-1%,0%
O=C(NCCN1CCOCC1)/C(=C/c1ccc(Cl)cc1)NC(=O)c1ccccc1,-2,-7%,33%,-9%,-6%,-5%,48%[activator],-11%,-3%
O=C(NCC1CCCO1)c1cncc(Br)c1 (stereo unspecified),-6,2%,6%,-19%,2%,-4%,34%[activator],0%,-3%
CCCCNC(=O)CN1C(=O)COc2ccc(S(=O)(=O)N3CCCCCC3)cc21,-2&1,2%&0%,55%&-1%,-11%&-11%,34%[activator],-2%&-4%,?,-6%&-8%,2%&-2%
COc1ccc(Cn2nnnc2CN2CCc3ccccc32)cc1,15,-22%,3%,-11%,-2%,-1%,-41%,?,-7%
COc1cc(-c2c(C#N)c(=O)[nH]c3c2c(C)nn3-c2ccccc2)ccc1O,-8,-3%,22%,5%,-7%,-4%,19%,-5%,3%
CC(C)(C)c1ccc(OCCNC(=S)NC(=O)c2cccnc2)cc1,-6,-3%,-1%,-23%,-1%,-1%,-10%,?,-15%
C=CCN(c1ccc(C(=O)N2CCN(c3ccc(F)cc3)CC2)cc1)S(C)(=O)=O,0,-13%,-21%,-6%,0%,-3%,4%,3%,-3%
Cc1nc(N2CCCCC2)sc1C(=O)c1ccc(Cl)c([N+](=O)[O-])c1,·,·,-10%,·,-6%,·,·,-18%,-10%
S=C(NCCc1ccccc1)Nc1ncccn1,-7,-12%,·,-3%,·,2%,54%[activator],·,·
COc1cccc(C(=O)N(Cc2ccco2)c2c(N)n(Cc3ccccc3)c(=O)[nH]c2=O)c1,-14,-11%,·,-12%,-7%,-3%,-7%,·,·
CCOCC(=O)NC1CCc2cc(OC(=O)COCC)c(OC)c(OC)c2-c2ccc(SC)c(=O)cc21 (stereo unspecified),-2,-6%,·,-19%,·,-2%,21%,·,·
Cc1cccc(NS(=O)(=O)c2ccc(C(=O)NCC(c3ccccc3)N(C)C)cc2)c1C (stereo unspecified),-1&4,-4%,3%,-13%,22%,-6%,-14%,-16%,0%
COc1ccc(C2NC(=O)c3n[nH]c(C)c32)c(OC)c1 (stereo unspecified),-9,4%,-1%,-20%,1%,-2%,5%,-5%,3%
O=C(COC(=O)C12CC3CC(CC(O)(C3)C1)C2)NCc1ccco1,2,0%,·,·,·,-4%,-10%,·,·
O=C(NC1CCS(=O)(=O)C1)C1CCCN(S(=O)(=O)c2ccc(Cl)cc2)C1 (stereo unspecified),-6,-6%,15%,-16%,2%,-7%,1%,4%,-12%
CCOC(=O)/C=C1/SCC(=O)N1CC(=O)Nc1ccccc1OC(F)F,-1,0%,·,-13%,·,-3%,19%,·,·
Cc1cccc(C)c1N1CCN(CCn2c(=S)[nH]c3ccccc3c2=O)CC1,-6,-19%,33%,-9%,8%,-4%,50%[activator],-2%,0%
CC1CCC2(CC1)NC(=O)N(CC(=O)c1cccn1C)C2=O (stereo unspecified),-14,-4%,-7%,7%,-2%,-6%,13%,-19%,0%
O=C(NCC(c1ccc2c(c1)OCO2)N1CCOCC1)C(=O)Nc1cccc(Cl)c1 (stereo unspecified),-2,-2%[60.1 µM],0%,-4%,·,-5%,19%,3%,0%
COc1ccc(-c2sc3cc4c(cc3c2C#CCO)OCO4)cc1,7,-10%,·,-23%,4%,1%,?,·,·
CC(C)(C)C(=O)NC(=S)Nc1ccccc1C(=O)Nc1ccccc1,-5,-4%[60.1 µM],28%,-1%,-3%,0%,12%,-7%,-4%
CCCc1c2ccccc2nc2ccccc12,-6,-2%,1%,-12%,4%,-3%,21%,108%[activator],4%
CC12CCC(C(=O)Nc3nccs3)(OC1=O)C2(C)C (stereo unspecified),0,-4%,?,-10%,-1%,4%,-5%,?,0%
CN(Cc1ccsc1)C(=O)Cn1cc(Br)ccc1=O,22,-17%,16%,-3%,14%,-2%,22µM*,-2%,-3%

Screening results: PubChem, National Center for Advancing Translational Sciences (NCATS)
